PLAP inhibitors HTS: PLAP enzyme inhibitors, biochemical, luminescence, HTS (AID 690); hit rate 0.08% among 96,000; purified PLAP, luminescent substrate; higher % means a stronger effect; one-dose inhibition, % at 20 µM; IC50 in µM for titrated hits; in the data active = a potency from the dose series; inactive = the rest, 99 in 100 with inhibition below about 30%; note: strong numbers were not always called active
Bcl-B displacement: displacers of TR3 peptide from Bcl-B, primary screen, selectivity assay for Bfl-1 inhibitor project, biochemical, fluorescence polarization; hit rate 0.11% among 96,000; FP displacement of FITC-TR3 peptide from Bcl-B; higher % means a stronger effect; one-dose displacement, % at 20 µM; IC50 in µM for titrated hits;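 active = displacement above 50% at 20 µM plus a fluorescence interference ratio under 1.5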;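 note: plate controls were wells without compound for no effect and wells lacking Bcl-B protein for full effect; a part of the inactive calls stands beside numbers as strong as those of hits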
NFkB transloc inh: blocks IL-1B driven NFkB nuclear translocation in HUVEC cells | hit rate 0.43% among 94,000 | HUVEC IL-1B NFkB p65 nuclear translocation imaging | inhibition, % at 2 µM | AID 796;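 active = inhibition above about 30% together with a positive call from visual inspection of the well image, limit read from the data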;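 note: nuclear over cytoplasmic p65 intensity ratio measured by imaging; 0% = IL-1B stimulated DMSO wells and 100% = unstimulated DMSO wells; values of inactives mirror those of a sister screen read the other way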
IL1B NFkB pot: enhances IL-1B driven NFkB nuclear translocation; activation, % at 2 µM; HUVEC IL-1B NFkB p65 nuclear translocation imaging; hit rate 0.3% among 94,000;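 active = activation above 40%, about the mean plus 3 SD, also judged a hit on visual image review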;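 note: percent activation is computed from the nuclear over cytoplasmic p65 intensity ratio; values of inactives mirror those of a sister screen read the other way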
MRP resist rev: reverses drug resistance mediated by MRP | H69AR cells + 2 uM doxorubicin, CellTiter-Glo, 72 h | hit rate 0.04% among 85,000 | AID 602 | differential viability (reversal), % at 10 µM;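 active = viability drop by adding the cancer drug above about 55%, with treated viability meeting a 40% cutoff, limit read from the data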;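 note: viability without doxorubicin minus viability with 2 µM doxorubicin for each compound; larger differential means the compound sensitizes cells more to doxorubicin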
MRP resist rev cytotoxicity: second read-out of MRP resist rev, no call of its own (marks repeat the call); viability, %; H69AR cells, CellTiter-Glo, 72 h; measured here: cytotoxicity without doxorubicin
MRP resist rev with doxorubicin: recorded beside MRP resist rev, whose call it bears; viability, %; measured here: viability with 2 uM doxorubicin; stronger effect = lower value
NFkB transloc inh cell count 2 µM: also measured in NFkB transloc inh; calls as there; cell count; measured here: cells passing quality filter;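 raw number of nuclei counted in each imaged well without normalization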
IL1B NFkB pot cell count 2 µM: recorded beside IL1B NFkB pot, whose call it bears; cell count; measured here: cells passing quality filter
* hit, by the source's call; . = not tested or not shown. Not all compounds are listed; the hit share may differ from the screen's.

cpd	mol	PLAP inhibitors HTS	Bcl-B displacement	NFkB transloc inh	NFkB transloc inh cell count 2 µM	IL1B NFkB pot
1	CCCn1c(=O)c2ccccc2n2c(SCCOc3ccc(Cl)cc3)nnc12	6%	6%	.	.	.
2	Cc1ccc(OCc2nc(-c3ccc(-n4cccc4)cc3)no2)cc1C	24%	0%	15	132	-15
3	O=[N+]([O-])c1ccc(NCCNS(=O)(=O)c2ccccc2)c(C(F)(F)F)c1	42%	4%	-8	146	8
4	O=C(O)c1cnc(-c2ccccc2)nc1Sc1ccc(Cl)cc1	-32%	-4%	-11	153	11
5	COc1ccc(-c2cc(C(=O)NCc3cccnc3)no2)cc1	4%	0%	-10	162	10
6	COc1ccc(NC(=O)C2CCN(C(=O)c3ccccc3)CC2)c(OC)c1	-60%	2%	-35	112	35
7	O=C(/C=C/c1cccc(Cl)c1)c1nc2ccccc2[nH]1	-14%	-6%	-33	192	33
8	O=C(NCc1cccs1)C1CCC(=O)N1C1CCCCC1 (stereo not drawn)	8%	-7%	2	118	-2

cpd	IL1B NFkB pot cell count 2 µM	MRP resist rev	MRP resist rev cytotoxicity	MRP resist rev with doxorubicin
1	.	-8	72	80
2	132	-6	105	111
3	146	.	.	.
4	153	.	.	.
5	162	17	108	90
6	112	-15	107	123
7	192	.	.	.
8	118	23	124	101

Further entries.
cpd	mol	PLAP inhibitors HTS	Bcl-B displacement	NFkB transloc inh	NFkB transloc inh cell count 2 µM	IL1B NFkB pot
9	COc1ccc(N2CCN(C(=O)CSc3nnc(-c4cccnc4)n3-c3ccccc3)CC2)cc1	-52%	3%	-6	176	6
10	Cc1ccc(NC(=O)CSC2=C(C#N)C(c3ccco3)CC(=O)N2)cc1 (stereo not drawn)	0%	2%	-2	186	2
11	COc1cc(C2C(C#N)=C(C)NC3=C2C(=O)CC(C)(C)C3)ccc1OCCO (stereo not drawn)	-29%	-3%	-6	107	6
12	COc1ncnc2c1NC(=O)CS2	5%	-4%	-11	184	11
13	Cc1cc(N)ccc1S(C)(=O)=O	.	.	-18	94	18
14	COc1cccc(C(=O)Nc2ccccc2N2CCCC2)c1	34%	-5%	14	106	-14
15	Cc1ccccc1-n1nc2c(c1NC(=O)c1ccc(Br)o1)CSC2	-35%	-2%	-19	73	19
16	C(=N\n1cnnc1)/c1cn(Cc2ccccc2)c2ccccc12	7%	-4%	.	.	.

cpd	IL1B NFkB pot cell count 2 µM	MRP resist rev	MRP resist rev cytotoxicity	MRP resist rev with doxorubicin
9	176	-4	85	89
10	186	-28	57	85
11	107	2	85	83
12	184	-7	93	99
13	94	-7	102	109
14	106	25	103	79
15	73	2	98	96
16	.	-4	75	78

(next part)
cpd	mol	PLAP inhibitors HTS	Bcl-B displacement	NFkB transloc inh	NFkB transloc inh cell count 2 µM	IL1B NFkB pot
17	COC(=O)C1=C(C)NC(C)=C(C(=O)OC)C1c1ccc(NC(C)=O)cc1	-14%	6%	4	114	-4
18	CC1(C)CC(=O)c2sc(NC(=O)c3cccs3)nc2C1	.	.	2	118	-2
19	Cc1ccc(C)c(Cn2cnc3c(nnn3-c3ccc(F)cc3)c2=O)c1	7%	5%	-1	201	1
20	CCCC(=O)Nc1cnc(NC(=O)c2cccc(F)c2)cc1C	-8%	-1%	-12	113	12
21	Cc1cc(C(=O)CSc2nc3ccc(Cl)cc3[nH]2)c(C)n1CC1CCCO1 (stereo not drawn)	-92%	-27%	-37	158	37
22	COCCn1nnnc1C(c1ccccc1OC)N1CCc2ccccc2C1 (stereo not drawn)	.	.	-15	178	15
23	CCOC(=O)c1oc2ccc3c(c2c1C)C(=O)CC1(CCN(C(=O)OCC)CC1)O3	-41%	-40%	.	.	.
24	CCOC(=O)c1c(-c2ccc(C)cc2)csc1NC(=O)C1CC=CCC1C(=O)O (stereo not drawn)	6%	9%	8	129	-8

cpd	IL1B NFkB pot cell count 2 µM	MRP resist rev	MRP resist rev cytotoxicity	MRP resist rev with doxorubicin
17	114	20	97	78
18	118	13	100	88
19	201	15	49	34
20	113	2	91	89
21	158	-6	77	83
22	178	14	99	85
23	.	.	.	.
24	129	.	.	.

Next part
cpd	mol	PLAP inhibitors HTS	Bcl-B displacement	NFkB transloc inh	NFkB transloc inh cell count 2 µM	IL1B NFkB pot
25	CCCC(=O)c1ccc(N2CCN(C(=O)c3ccccc3Br)CC2)c(F)c1	-5%	-12%	-14	154	14
26	Cc1cc(C)c(-n2c(O)c(C=NCCN3CCOCC3)c(=O)[nH]c2=O)c(C)c1	3%	2%	8	110	-8
27	O=C(CN(c1ccc(F)cc1)S(=O)(=O)c1ccc2c(c1)OCCO2)NCC1CCCO1 (stereo not drawn)	-24%	-8%	-2	102	2
28	COc1cc(-c2c(C#N)c(N)nc3c2CCCC3)ccc1O	-4%	3%	-9	203	9
29	Cc1cc(O)c(/C=N/Nc2ccccc2Cl)c(=O)o1	-18%	0%	-6	180	7
30	CN1CCc2c(sc3ncn4nc(-c5ccccc5O)nc4c23)C1	-78%	-64%	3	50	-3
31	O=C(c1c(F)cccc1F)N1CCC(O)(c2cccnc2)CC1	-54%	-2%	9	120	-9
32	CN=C(Nc1cc(C)nn1-c1ccccc1)c1ccccc1F	13%	-8%	-7	195	7

cpd	IL1B NFkB pot cell count 2 µM	MRP resist rev	MRP resist rev cytotoxicity	MRP resist rev with doxorubicin
25	154	27	62	34
26	110	-2	97	98
27	102	-15	76	91
28	203	-6	68	74
29	180	.	.	.
30	50	-38	44	82
31	120	8	85	77
32	195	.	.	.

More structures.
cpd	mol	PLAP inhibitors HTS	Bcl-B displacement	NFkB transloc inh	NFkB transloc inh cell count 2 µM	IL1B NFkB pot
33	Cc1ncc([N+](=O)[O-])n1CCOC(=O)Nc1ccc(Cl)c(Cl)c1	-16%	-4%	-5	97	5
34	COc1ccccc1N=C1SC(C)CN1C(=O)C1CCC1 (stereo not drawn)	-5%	-9%	7	113	-7
35	O=c1oc2ccccc2c2c1ncn2CCN1CCOCC1	14%	-7%	5	98	-5
36	CN(C(=O)COC(=O)c1c[nH]c(=O)[nH]c1=O)C1CCCCC1	-15%	-9%	3	137	-3
37	CCn1c(C(=O)Nc2ccsc2C(=O)OC)cc2sc(Cl)cc21	1%	-19%	6	155	-6
38	O=S(=O)(NCC1OCCc2ccccc21)c1ccc(S(=O)(=O)N2CCOCC2)cc1 (stereo not drawn)	-17%	8%	-2	141	2
39	COc1ccccc1N1C(=O)CC(Sc2nc(C)cc(C)n2)C1=O (stereo not drawn)	-1%	6%	.	.	.
40	COc1ccc(C(=O)Nc2ccccc2-c2nnn(CC(=O)NCc3ccco3)n2)cc1	14%	13%	-9	137	9

cpd	IL1B NFkB pot cell count 2 µM	MRP resist rev	MRP resist rev cytotoxicity	MRP resist rev with doxorubicin
33	97	.	.	.
34	113	8	86	78
35	98	7	89	81
36	137	8	99	90
37	155	.	.	.
38	141	2	71	70
39	.	-10	96	106
40	137	0	49	49

(listing goes on)
cpd	mol	PLAP inhibitors HTS	Bcl-B displacement	NFkB transloc inh	NFkB transloc inh cell count 2 µM	IL1B NFkB pot
41	O=C1C(c2ccccc2)C(c2ccccc2)NC(c2ccccc2)C1c1ccccc1 (stereo not drawn)	10%	0%	0	137	0
42	COc1ccc(-c2ccc(SCC(=O)NCc3ccco3)nn2)cc1OC	-6%	4%	-1	101	1
43	NS(=O)(=O)c1ccc(CCNC(=O)C2CCN(S(=O)(=O)c3cnc[nH]3)CC2)cc1	-8%	-4%	11	161	-11
44	COc1ccccc1N1CCN(C(=O)C(NS(=O)(=O)c2cccs2)c2ccccc2)CC1 (stereo not drawn)	-48%	4%	8	122	-8
45	O=C(O)CCCNC(=O)c1cncc(Br)c1	15%	10%	3	109	-3
46	Cc1ccc(S(=O)(=O)N2CCCC2C(=O)Nc2nccs2)cc1 (stereo not drawn)	3%	5%	-2	207	1
47	O=C(c1cccc(C(=O)N2CCc3ccccc32)n1)N1CCc2ccccc21	-10%	4%	.	.	.
48	N#CC1=C(N)Oc2c(sc3ccccc23)C1c1ccco1 (stereo not drawn)	7%	25%	.	.	.

cpd	IL1B NFkB pot cell count 2 µM	MRP resist rev	MRP resist rev cytotoxicity	MRP resist rev with doxorubicin
41	137	.	.	.
42	101	-2	66	67
43	161	.	.	.
44	122	-5	73	78
45	109	.	.	.
46	207	10	84	75
47	.	5	86	81
48	.	1	14	13

The listing continues:
cpd	mol	PLAP inhibitors HTS	Bcl-B displacement	NFkB transloc inh	NFkB transloc inh cell count 2 µM	IL1B NFkB pot
49	CCCCOC(=O)Cn1c(=O)c2c(nc(Br)n2Cc2ccccc2)n(C)c1=O	-56%	-3%	.	.	.
50	Cc1ccc(-c2ccc(=O)n(CC(=O)N3CCN(c4cc(Cl)ccc4C)CC3)n2)cc1	-9%	12%	-2	156	2
51	Cc1ccc2[nH]c(=O)c(CN(Cc3cccnc3)Cc3nnnn3CCN3CCOCC3)cc2c1	-56%	-6%	5	164	-5
52	COc1ccccc1N1Cc2ccccc2C1	-46%	-48%	1	77	-1
53	O=C(Cc1cccs1)N1CCCC(c2nc3c(nnn3Cc3ccc(F)cc3)c(=O)[nH]2)C1 (stereo not drawn)	-24%	-10%	-3	152	3
54	CCN1C(=O)CC(N2CCN(C(c3ccccc3)c3ccccc3)CC2)C1=O (stereo not drawn)	-47%	-3%	-11	143	11
55	COc1ccc(OC)c(C(c2nnnn2C2CCCC2)N2CCN(c3ccccc3)CC2)c1 (stereo not drawn)	-58%	49%	.	.	.
56	CCCS(=O)(=O)c1c(S(=O)(=O)CCC)c2cnccn2c1C(=O)c1ccc(CC)cc1	.	.	-6	94	6

cpd	IL1B NFkB pot cell count 2 µM	MRP resist rev	MRP resist rev cytotoxicity	MRP resist rev with doxorubicin
49	.	.	.	.
50	156	0	69	69
51	164	-2	90	92
52	77	-2	96	99
53	152	12	75	64
54	143	11	102	90
55	.	1	91	90
56	94	3	76	73

More entries.
cpd	mol	PLAP inhibitors HTS	Bcl-B displacement	NFkB transloc inh	NFkB transloc inh cell count 2 µM	IL1B NFkB pot
57	O=C(O)CCC(=O)N1CCN(c2cccc(Cl)c2)CC1	-23%	-10%	-11	106	11
58	Cc1cccc(-n2ncc3c(N4CCc5ccccc54)ncnc32)c1	14%	-14%	-8	171	8
59	CC1CCN(C(=O)Cn2c(SCC(=O)Nc3nccs3)nc3ccccc32)CC1	-8%	-3%	-2	162	2
60	O=C(Nc1ccc(N2CCOCC2)cc1)c1cnsn1	14%	6%	.	.	.

cpd	IL1B NFkB pot cell count 2 µM	MRP resist rev	MRP resist rev cytotoxicity	MRP resist rev with doxorubicin
57	106	-16	96	112
58	171	-20	33	53
59	162	19	48	29
60	.	-6	79	85
